# Smad3 FoxH1 inh: Smad3/FoxH1 peptide binding inhibitors, primary screen, biochemical, TR-FRET. Mothers against decapentaplegic homolog 3 (Homo sapiens), P84022. AID 630, 2007. hit rate 0.29% among 88,000. TR-FRET Smad3/Dy647-FoxH1 peptide binding, europium anti-His. inhibition, % at 25 µM;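 active means compounds that reduce the energy-transfer binding signal between the protein and its labelled peptide by more than half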;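 further: 0% = Smad3 plus labelled peptide maximal FRET and 100% = peptide-only background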
# Target sequence (P84022 whole entry, looked up): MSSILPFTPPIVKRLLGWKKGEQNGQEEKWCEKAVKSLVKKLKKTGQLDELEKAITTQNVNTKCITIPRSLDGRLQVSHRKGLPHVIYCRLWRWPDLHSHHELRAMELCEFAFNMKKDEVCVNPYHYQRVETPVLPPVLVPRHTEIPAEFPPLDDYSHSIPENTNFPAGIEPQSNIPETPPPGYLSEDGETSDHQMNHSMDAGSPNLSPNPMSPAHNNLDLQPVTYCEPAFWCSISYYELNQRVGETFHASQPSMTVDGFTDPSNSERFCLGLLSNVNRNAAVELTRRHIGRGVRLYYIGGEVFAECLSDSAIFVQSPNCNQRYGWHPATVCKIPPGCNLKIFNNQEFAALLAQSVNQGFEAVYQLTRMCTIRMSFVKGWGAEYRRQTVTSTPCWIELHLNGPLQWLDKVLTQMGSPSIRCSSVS
# H69AR growth 86K: proliferation blockers of H69AR lung cancer cells, primary screen, cell-based, human, 86K library; H69AR lung tumor viability, ATP luminescence, 72 h; hits give low values; viability, % at 10 µM; hit rate 6% among 85,000;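 active means viability at or below 40%; inactive means viability above 40%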;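 further: multidrug resistant small cell line overexpressing MRP-1 efflux transporter; 100% = mean luminescence of untreated control wells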
# sEH act: soluble epoxide hydrolase activators, primary screen, biochemical, human sEH; activation, % at 2 µM; Bifunctional epoxide hydrolase 2 (Homo sapiens), P34913; hit rate 0.04% among 91,000; purified human sEH enzymatic activity, activator screen; in the data active means activation above about 37%; further: values of inactives mirror those of a sister screen read the other way
# ERb coact inh: inhibitors of ERβ-SRC1 coactivator interaction, primary screen, biochemical, TR-FRET, ERβ LBD, SRC-1 peptide; Estrogen receptor beta (Homo sapiens), Q92731; TR-FRET ER-beta LBD / SRC1-Cy5 peptide binding; receptor agonist-loaded with 1 µM estradiol; inhibition, % at 25.6 µM; hit rate 1.3% among 86,000; AID 633, 2007;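 active means compounds whose percent inhibition of the receptor-coactivator binding signal exceeds about 50% in the single-dose screen, limit read from the data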;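 further: 0% = receptor plus peptide wells without compound and 100% = peptide-only wells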
# Fibroblast inh: antiproliferative effect on LL 47 fibroblasts – human, LL 47 cells, CellTiter-Glo luminescence, primary screen; hit rate 1.1% among 85,000; viability, % at 10 µM; LL 47 human lung fibroblast viability, ATP luminescence; hits give low values;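 active means viability at or below 50% in the single dose screen; inactive means viability above 50%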;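 further: compound exposure lasted 72 h before the ATP readout; 100% = median luminescence of untreated cell-only wells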
#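 Material: human lung fibroblast line LL 47, low passage; Evaluation: viability percentage against median untreated-cell control; Buffer or medium: 15% FBS in IMEM; Incubation: 72 h compound exposure at 37 °C after overnight plating; Dosing: 0.1% DMSO in all compound wells; Measured by: CellTiter-Glo luminescence.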
# ERa SRC1 inh: ERα–SRC-1 coactivator interaction inhibitors, primary screen, biochemical, TR-FRET, ERα LBD, estradiol-bound. Estrogen receptor (Homo sapiens), P03372. inhibition, % at 25.6 µM. hit rate 1.7% among 86,000. TR-FRET ER-alpha LBD / SRC-1 peptide; in the data active means inhibition above about 50%;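 further: 0% = receptor plus peptide control and 100% = peptide only without receptor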
# Target sequence (P03372 whole entry, looked up, the tested form may be a part): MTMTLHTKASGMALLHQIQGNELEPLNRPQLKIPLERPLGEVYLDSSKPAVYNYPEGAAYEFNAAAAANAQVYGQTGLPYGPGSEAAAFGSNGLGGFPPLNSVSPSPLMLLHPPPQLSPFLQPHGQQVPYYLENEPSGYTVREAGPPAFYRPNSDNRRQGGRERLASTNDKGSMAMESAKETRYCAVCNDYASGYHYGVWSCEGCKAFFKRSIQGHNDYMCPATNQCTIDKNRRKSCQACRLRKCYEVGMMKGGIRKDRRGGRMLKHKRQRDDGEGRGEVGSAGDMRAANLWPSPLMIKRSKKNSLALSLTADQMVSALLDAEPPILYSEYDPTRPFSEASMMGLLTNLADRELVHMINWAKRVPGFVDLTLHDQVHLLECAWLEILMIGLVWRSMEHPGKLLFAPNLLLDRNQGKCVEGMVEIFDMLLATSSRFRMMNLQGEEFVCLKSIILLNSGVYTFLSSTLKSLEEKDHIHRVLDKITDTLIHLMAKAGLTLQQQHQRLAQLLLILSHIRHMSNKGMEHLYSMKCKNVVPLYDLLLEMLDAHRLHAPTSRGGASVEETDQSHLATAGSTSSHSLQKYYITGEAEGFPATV
# ERa SRC1 pot: enhancers of ERα–SRC-1 coactivator binding, primary screen, biochemical, TR-FRET, ERα LBD, low estradiol; TR-FRET ERalpha-LBD/SRC-Cy5 coactivator binding, 2 h; 100 = basal binding, no effect; coactivator binding (% of control), % at 25.6 µM; hit rate 1.3% among 86,000; in the data active means activity above about 200%;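 further: binding measured in presence of low estradiol as agonist stimulus; 0% = peptide alone without receptor and 100% = receptor with peptide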
# Candida biofilm: clotrimazole potentiators killing Candida biofilms, primary screen, with clotrimazole, Alamar Blue | inhibition, % at 6 µM | hit rate 0.14% among 85,000 | C. albicans biofilm + clotrimazole;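 active means inhibition above 20%; inactive means inhibition below 20%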;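 further: preformed 24 hr biofilms exposed to compound for 48 hr; 0% = biofilm without compound and 100% = blank killed by clotrimazole plus chlorhexidine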
# HUVEC prolif 384: inhibitors of HUVEC proliferation, primary screen, cell-based, 384-well | hit rate 1.1% among 86,000 | AID 648, 2007 | viability, % at 10 µM (by protocol) | CellTiter-Glo luminescence, 72 h; hits give low values;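 active means viability at or below 30%; inactive means viability above 30%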;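 further: 100% = median luminescence of DMSO-only cell control wells on each plate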
# Starred values were filed as active, the others as inactive; . = not tested or not shown; [ ] = remark or other dose. Only part of the results is shown; the hit share may differ from the screen's.
(1) CCN(CC)S(=O)(=O)c1ccc(-c2nnc(SCC(=O)Nc3nnc(C)s3)n2CC)cc1
(2) Cc1ccc(OC(C)c2nnc(N)s2)cc1Cl (stereo not drawn)
(3) O=c1c2ccccc2ncn1-c1ccc(Cl)c(Cl)c1
(4) Clc1ccc(Cc2noc(CN3CCN(c4ccccc4)CC3)n2)c(Cl)c1
(5) COc1ccccc1NC(=O)CNS(=O)(=O)c1ccccc1
Assay by compound	1	2	3	4	5
Smad3 FoxH1 inh	11	13	2	9	-2
H69AR growth 86K	104	101	94	96	88
sEH act	-1	13	-14	-2	0
ERb coact inh	-3	-1	2	-4	-9
Fibroblast inh	99	94	92	105	97
ERa SRC1 inh	-4	2	6	6	-6
ERa SRC1 pot	98	105	128	106	99
Candida biofilm	-1	-5	10	7	2
HUVEC prolif 384	91	93	93	101	99

(6) Cc1ccc(C(C)n2cc(C(=O)NCc3cccnc3)nn2)cc1 (stereo not drawn)
(7) Cc1cc(C)nc(N(C#N)CC(=O)N2CCC(C(N)=O)CC2)n1
(8) COc1ccccc1N1CCN(CC(=O)Nc2ccc(Cl)c(C(F)(F)F)c2)CC1
(9) NCCCSC1=NCCCN1
(10) NCCCCCc1nnc(SCc2ccccc2Cl)o1
Assay by compound	6	7	8	9	10
Smad3 FoxH1 inh	5	13[fluorescence artefact?]	-9	2	-8
H69AR growth 86K	95	90	73	91	96
sEH act	3	9	-24	-10	9
ERb coact inh	-4	-19	-5	-2	0
Fibroblast inh	92	109	95	101	100
ERa SRC1 inh	-4	-13	-3	6	-3
ERa SRC1 pot	139[fluorescence artefact?]	115	85	111	96
Candida biofilm	3	4	7	4	-2
HUVEC prolif 384	97	105	92	97	97

(11) COCCN(C(=O)Nc1ccccc1)c1ccccc1
(12) COc1ccc(CCC(=O)N2CC(C)OC(C)C2)cc1 (stereo not drawn)
(13) C=CCn1c(N)c(C(=O)Nc2ccc(C)cc2)sc1=S
(14) COCCNC(=O)c1c(N)sc2c1CCCC2
(15) COc1ccc(S(=O)(=O)Cc2ccccc2)cc1N
Assay by compound	11	12	13	14	15
Smad3 FoxH1 inh	8	-7	6	8	-7
H69AR growth 86K	96	91	92	78	37*
sEH act	12	-5	-27	0	.
ERb coact inh	-4[fluorescence artefact?]	-4	-7	1	3
Fibroblast inh	106	101	106	104	95
ERa SRC1 inh	5[fluorescence artefact?]	-6	1	-3[fluorescence artefact?]	5[fluorescence artefact?]
ERa SRC1 pot	109[fluorescence artefact?]	126[fluorescence artefact?]	98	79[fluorescence artefact?]	88
Candida biofilm	6	-1	-2	7	7
HUVEC prolif 384	96	102	96	91	91

(16) COc1ccc2nc(SCC(=O)NN)cc(C)c2c1
(17) CCOC(=O)c1cnc2c(-c3ccccc3)c(C)nn2c1N
(18) O=C(CSc1ncnc2c1cnn2-c1ccccc1Cl)N1CCN(C(=O)c2ccco2)CC1
(19) CCN1CCN(Cc2cc(=O)oc3cc(C)cc(C)c23)CC1
(20) N#Cc1cnn(Cc2ccccc2)c1N
Assay by compound	16	17	18	19	20
Smad3 FoxH1 inh	-12	17	1	7	-1
H69AR growth 86K	95	89	80	94	91
sEH act	4	4	-10	0	3
ERb coact inh	-8	11	2	-9	0
Fibroblast inh	105	90	98	94	.
ERa SRC1 inh	1	0	0	-2	0
ERa SRC1 pot	101	117	121[fluorescence artefact?]	171	108
Candida biofilm	7	0	4	5	10
HUVEC prolif 384	104	92	103	94	93

(21) CSc1ccccc1C(=O)NCCc1ccc(S(=O)(=O)N2CCCCC2)cc1
(22) CCOCCCNC(=O)C1CCN(S(=O)(=O)c2ccc(C)cc2)CC1
(23) CN(C)C(=O)N1CCC(C(=O)NCc2ccc(F)cc2Cl)CC1
(24) O=C(NCCC1=CCCCC1)C1CCN(S(=O)(=O)c2cccc3nsnc23)CC1
(25) O=C(c1cc2n(n1)C(C(F)(F)F)CC(c1ccc(Cl)cc1)N2)N1CCCC1 (stereo not drawn)
Assay by compound	21	22	23	24	25
Smad3 FoxH1 inh	16	0	0	12	10
H69AR growth 86K	61	88	88	77	95
sEH act	-1	-23	.	-44	0
ERb coact inh	-3[fluorescence artefact?]	-19[fluorescence artefact?]	1[fluorescence artefact?]	15	-14[fluorescence artefact?]
Fibroblast inh	98	99	109	89	96
ERa SRC1 inh	4	-23	0	-6	-20
ERa SRC1 pot	112	95	111	103	144
Candida biofilm	6	3	6	4	2
HUVEC prolif 384	94	93	100	59	73

(26) COc1ccc(Nc2ncc(C(=O)N3CCN(c4ccc(F)cc4)CC3)c3ccccc23)cc1
(27) CCCOP(=O)(OCCC)c1c([N+](=O)[O-])cc(C(F)(F)F)cc1[N+](=O)[O-]
(28) CN(C)c1ccc(NC(=O)Oc2ccccc2)cc1
(29) COc1cc(/C=C2/C(=N)N3C=CSC3=NC2=O)ccc1OCCCOc1cc(C)ccc1C
(30) O=C(CSC1=NCCS1)NCc1ccco1
Assay by compound	26	27	28	29	30
Smad3 FoxH1 inh	9	4	16	8	0
H69AR growth 86K	78	39*	52	19*	85
sEH act	14	2	-9	5	-1
ERb coact inh	1	2	4	15	-3
Fibroblast inh	98	19*	103	70	107
ERa SRC1 inh	-1	1	19	29	1
ERa SRC1 pot	98	100	111	118[fluorescence artefact?]	106
Candida biofilm	1	3	4	9	-1
HUVEC prolif 384	77	12*	89	15*	87

(31) Cc1ccc2c(c1)N(CC(=O)Nc1ccc3c(c1)OCCO3)C(=O)CO2
(32) COc1ccc(C(CNC(=O)CN2C(=O)NC3(CC(C)CC(C)(C)C3)C2=O)N2CCOCC2)cc1 (stereo not drawn)
(33) CCOC(=O)C1C(=O)CC(C)(O)C(C(=O)OCC)C1c1ccc(OCC)cc1 (stereo not drawn)
(34) NC(=O)Cn1nnc(-c2ccc(C(F)(F)F)cc2)n1
(35) Cc1ccc(-c2cc(C(F)F)nc(NCC3CCCO3)n2)cc1 (stereo not drawn)
Assay by compound	31	32	33	34	35
Smad3 FoxH1 inh	4	-7	11	-12	2
H69AR growth 86K	95	92	99	101	89
sEH act	1	12	1	2	9
ERb coact inh	5	-9	6	0	4
Fibroblast inh	100	93	99	99	89
ERa SRC1 inh	2	-6	4[fluorescence artefact?]	-6	1
ERa SRC1 pot	94	104	99	115[fluorescence artefact?]	113
Candida biofilm	7	-8	7	-8	7
HUVEC prolif 384	92	101	110	92	81

(36) CCN1CCN(S(=O)(=O)c2ccc(Br)s2)CC1
(37) COc1ccc2nc(-c3ccc(N)cc3)[nH]c2c1
(38) Cc1ccc2c(c1)c(C)c(C)n2CC(O)Cn1nnc2ccccc21 (stereo not drawn)
(39) O=C(Nc1ccccc1NC(=O)c1c(F)c(F)c(F)c(F)c1F)c1c(F)c(F)c(F)c(F)c1F
(40) O=C(COc1ccccc1)N1CCN(C(=O)c2ccco2)CC1
Assay by compound	36	37	38	39	40
Smad3 FoxH1 inh	6	8	7	-8	2
H69AR growth 86K	98	69	81	101	98
sEH act	10	-7	-2	14	19
ERb coact inh	-14	10[fluorescence artefact?]	-17	-1	2[fluorescence artefact?]
Fibroblast inh	105	92	93	93	104
ERa SRC1 inh	-31	1[fluorescence artefact?]	-24	9	2[fluorescence artefact?]
ERa SRC1 pot	106	98	82	113	111
Candida biofilm	1	6	2	1	2
HUVEC prolif 384	90	116	96	76	92

(41) Cc1cc(S(=O)(=O)NCC(C)C)ccc1OCC(=O)NCc1ccccn1
(42) Cc1cc2nc(SCC(=O)Nc3nonc3C)c3c(c2cc1C)CCCC3
(43) CCOC(=O)/C(C#N)=C(/C)c1ccc(OC)cc1
(44) OCCNc1nc2ccccc2n1CCN1CCCCC1
(45) Cc1noc(C)c1S(=O)(=O)NC1CCCc2ccccc21 (stereo not drawn)
Assay by compound	41	42	43	44	45
Smad3 FoxH1 inh	1	13[fluorescence artefact?]	-1	10	-9
H69AR growth 86K	.	44	100	79	88
sEH act	-4	.	6	-4	.
ERb coact inh	3	22[fluorescence artefact?]	1	-7	14
Fibroblast inh	105	74	97	94	94
ERa SRC1 inh	2	17[fluorescence artefact?]	-1	-12	6
ERa SRC1 pot	104	173[fluorescence artefact?]	106	122	100
Candida biofilm	6	6	2	3	3
HUVEC prolif 384	88	60	102	95	82

# Record cards, from the list above. Screens in order: Smad3 FoxH1 inh, H69AR growth 86K, sEH act, ERb coact inh, Fibroblast inh, ERa SRC1 inh, ERa SRC1 pot, Candida biofilm, HUVEC prolif 384
# Shown for Cc1cc2nc(SCC(=O)Nc3nonc3C)c3c(c2cc1C)CCCC3 : 13[fluorescence artefact?], 44, ., 22[fluorescence artefact?], 74, 17[fluorescence artefact?], 173[fluorescence artefact?], 6, 60
# Shown for Cc1cc(S(=O)(=O)NCC(C)C)ccc1OCC(=O)NCc1ccccn1 : 1, ., -4, 3, 105, 2, 104, 6, 88
# Shown for CCOC(=O)/C(C#N)=C(/C)c1ccc(OC)cc1 : -1, 100, 6, 1, 97, -1, 106, 2, 102
# Shown for Cc1noc(C)c1S(=O)(=O)NC1CCCc2ccccc21 (stereo not drawn) : -9, 88, ., 14, 94, 6, 100, 3, 82

# Next records
(46) Cc1ccc(NC(=O)CC(O)(C(F)(F)F)C(F)(F)F)cc1
(47) c1ccc(-c2cnc(CSc3ncnc4sccc34)o2)cc1
(48) COc1ccc(NC(=O)CN2CCN(CC(=O)Nc3ccccc3Cl)CC2)cc1Cl
(49) CSc1ccccc1N=Cc1nc(-c2ccccc2)oc1O
(50) COc1ccc(-c2nnc(SCC(=O)Nc3ccccc3OC)o2)cc1
Assay by compound	46	47	48	49	50
Smad3 FoxH1 inh	5	-3	-2	1	1
H69AR growth 86K	22*	75	24*	65	82
sEH act	-2	8	-13	-1	0
ERb coact inh	-15	-7	3	-5	-4
Fibroblast inh	96	112	91	94	79
ERa SRC1 inh	1	-6	-5	-5	-2
ERa SRC1 pot	109	87	100	120[fluorescence artefact?]	100[fluorescence artefact?]
Candida biofilm	2	2	7	8	5
HUVEC prolif 384	110	99	81	93	101

(51) CC1=C(C(N)=O)C(c2sccc2C)n2nnnc2N1 (stereo not drawn)
(52) CC1(C)CCCN(C(=O)N2c3ccccc3Sc3ccccc32)C1
(53) CC(C)CNC(=O)C1CCN(c2ccc(S(=O)(=O)N3CCOCC3)cc2)CC1
(54) CC(=O)O[C@H]1C[C@@H]2CC[C@@H]3[C@H](CC[C@@]4(C)[C@H]3C[C@H]([N+]3(C)CCCCC3)[C@@H]4OC(C)=O)[C@@]2(C)C[C@@H]1[N+]1(C)CCCCC1
(55) O=C(OCC(=O)N1CCOCC1)c1ccc(Cl)nc1
(56) Cc1cc(NC(=O)CSc2nnnn2C)n(-c2ccccc2)n1
(57) CC(=O)N1CCN(c2ccc(NC(=O)c3ccc4c(c3)OCO4)cc2)CC1
Assay by compound	51	52	53	54	55	56	57
Smad3 FoxH1 inh	11	8	-1	2	-12	0	4
H69AR growth 86K	93	90	67	96	98	98	.
sEH act	0	.	-65	.	9	-3	-10
ERb coact inh	-7	-5	26	6	-1	-2	25[fluorescence artefact?]
Fibroblast inh	103	99	85	95	104	91	104
ERa SRC1 inh	-5	-1	8	4	-5	-2	8
ERa SRC1 pot	125[fluorescence artefact?]	87	88	111	114	119	84
Candida biofilm	-3	5	13	9	-4	3	5
HUVEC prolif 384	101	89	96	94	111	95	97

# High-throughput results from PubChem BioAssay.
